CYP2C9 inh = blocks human cytochrome P450 2C9 | P11712 | CYP2C9 Supersomes, luciferin-H conversion, luminescence | inhibition, % at 5 µM | 96,000 tested, 20% active | AID 777;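 active = blocking of liver enzyme CYP2C9 beyond about 50% at 5 µM, limit read from the data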; also: values of inactives mirror those of a sister screen read the other way
Target sequence (P11712 whole entry, looked up): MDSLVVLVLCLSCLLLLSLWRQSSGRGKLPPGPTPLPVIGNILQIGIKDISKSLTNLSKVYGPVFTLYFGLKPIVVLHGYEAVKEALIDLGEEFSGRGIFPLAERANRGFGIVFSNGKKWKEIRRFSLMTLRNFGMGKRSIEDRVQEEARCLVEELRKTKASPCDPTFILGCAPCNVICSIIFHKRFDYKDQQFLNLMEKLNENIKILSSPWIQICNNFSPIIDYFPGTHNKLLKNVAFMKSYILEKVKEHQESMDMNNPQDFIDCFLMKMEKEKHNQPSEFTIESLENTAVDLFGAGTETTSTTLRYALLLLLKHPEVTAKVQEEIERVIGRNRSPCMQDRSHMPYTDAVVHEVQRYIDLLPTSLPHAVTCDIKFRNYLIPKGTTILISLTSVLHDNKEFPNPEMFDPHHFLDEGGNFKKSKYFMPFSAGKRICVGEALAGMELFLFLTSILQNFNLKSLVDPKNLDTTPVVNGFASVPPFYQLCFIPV
Ecoli WT expand = blocks growth of wild type E. coli BW25113. OD600 absorbance. growth inhibition, % at 100 µM. 98,000 tested, 0.15% active. AID 710;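 active = growth inhibition above about 50% at one test dose, limit read from the data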;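 also: growth measured after 20 h incubation at 37 °C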
PTK2B oligo ant = Pyk2 (human) oligomerization antagonism | 99,000 tested, 0.83% active | Q293 cells, Pyk2 FERM NanoBiT luminescence; stronger effect = lower value | Q14289 | AID 1347419 | z-score (the deposit names both 25 µM and 10 µM);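 active = Z-score of -3 or lower, scaled per plate to the spread of control and sample wells; inactive = z-score above -3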;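 also: negative z-score means lost luminescence so less FERM oligomerization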
PostGolgi yeast = growth inhibition of a yeast mutant, post-Golgi transport screen | post-Golgi transport phenotypic cell assay | inhibition, % at 10 µM | 98,000 tested, 0.9% active | AID 739; in the data active = inhibition above about 30%;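 also: yeast cells grown in 1536-well plates; yeast grown about 18 h at 30C before absorbance read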
CYP2C9 activ = CYP2C9 (human) activation; P11712; recombinant CYP2C9, luciferin-H conversion, luminescence; stronger effect = higher value; factor 1 = untreated enzyme, 0 = blocked; 96,000 tested, 1.4% active; activation factor at 5 µM;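 active = activation factor of 2 or more for CYP2C9 at a 5 µM dose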;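 also: 0 = sulfaphenazole-blocked wells and 1 = vehicle-only wells; values of inactives mirror those of a sister screen read the other way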
PLAP activator = human PLAP activation. purified PLAP enzyme, luminescent substrate read-out; stronger effect = higher value. activation fold at 20 µM. 96,000 tested, 1.2% active. AID 696; in the data active = activation fold above about 2
EphB4 antag = antagonists of human EphB4-ephrin-B2 interaction; EphB4 LBD / TNYL-RAW-Alexa532 peptide, fluorescence polarization; P54760; 97,000 tested, 0.15% active; inhibition, % at 7 µM;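 active = inhibition above the screen-wide mean inhibition plus 3 SD, cut at about 15% in these data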;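 also: 0% = DMSO wells and 100% = excess unlabeled TNYL-RAW peptide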
CYP2C19 inh = human CYP2C19 inhibition | P33261 | CYP2C19 Supersomes, luciferin-H EGE luminescence, 30 min | inhibition, % at 5 µM | 96,000 tested, 21% active;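 active = CYP2C19 inhibition above a set limit at 5 µM in the primary screen, cut at about 50% in these data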;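 also: plate controls were negative control wells for no effect and 2.5 mM tranylcypromine positive control for full effect; values of inactives mirror those of a sister screen read the other way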
Target sequence (P33261 whole entry, looked up): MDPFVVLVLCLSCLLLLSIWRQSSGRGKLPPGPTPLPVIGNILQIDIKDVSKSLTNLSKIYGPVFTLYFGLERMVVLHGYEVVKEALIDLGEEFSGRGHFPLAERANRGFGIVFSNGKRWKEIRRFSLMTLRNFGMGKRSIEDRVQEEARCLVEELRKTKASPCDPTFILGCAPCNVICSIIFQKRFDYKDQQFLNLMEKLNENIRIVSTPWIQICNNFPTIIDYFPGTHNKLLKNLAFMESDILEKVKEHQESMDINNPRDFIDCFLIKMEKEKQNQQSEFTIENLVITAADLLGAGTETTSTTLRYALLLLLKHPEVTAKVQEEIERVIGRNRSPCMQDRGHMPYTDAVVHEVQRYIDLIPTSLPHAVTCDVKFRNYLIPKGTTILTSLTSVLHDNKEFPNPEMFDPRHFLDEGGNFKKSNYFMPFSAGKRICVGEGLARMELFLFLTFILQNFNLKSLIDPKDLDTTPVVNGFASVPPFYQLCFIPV
CYP2C19 act = cytochrome P450 2C19 (human) activation. P33261. recombinant CYP2C19, luciferin-H EGE luminescence; stronger effect = higher value; 0 = fully inhibited enzyme, 1 = untreated enzyme. activation factor at 5 µM. 96,000 tested, under 10 active. AID 1025;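 active = activation factor of at least 2 at 5 µM in the primary screen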;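 also: 0 = wells with 2.5 mM tranylcypromine and 1 = vehicle-only wells; values of inactives mirror those of a sister screen read the other way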
Active calls of the source: *; x = not tested or not shown.

SMILES	CYP2C9 inh	Ecoli WT expand	PTK2B oligo ant	PostGolgi yeast	CYP2C9 activ	PLAP activator	EphB4 antag	CYP2C19 inh	CYP2C19 act
COC(=O)CCSc1nccn1Cc1ccccc1	11	5	-0.05	-4	0.9	1	-2	77*	0.2
Cc1c(Cl)cccc1NC(=O)CCCN1C(=O)CCC1=O	7	4	1.5	5	0.9	1	-3	18	0.8
COc1ccc(C(=O)CSc2nc3ccccc3n2CC(=O)NC(C)(C)C)cc1	72*	-8	0.27	-4	0.3	0.9	8	40	0.6
COc1ccc(S(=O)(=O)Cc2ccc(C(=O)N3CCN(c4ccccn4)CC3)o2)cc1	81*	6	x	-10	0.2	1.2	0	30	0.7
Cc1nn(C)c(C(=O)Nc2ccn(Cc3ccccc3F)n2)c1[N+](=O)[O-]	17	5	-0.55	2	0.8	1.1	-7	18	0.8
COc1ccccc1C(=O)Nc1nc(N)n(-c2ccccc2)n1	-32	3	-0.49	0	1.3	1.2	1	-7	1.1
O=C(Cn1nc(Cc2cccnc2)c2ccccc2c1=O)N1CCN(c2ccccn2)CC1	87*	4	x	-13	0.1	1.5	-2	42	0.6
O=c1[nH]c2cc(Cl)ccc2n1-c1ccccc1	14	3	-0.64	-6	0.9	1	-2	50*	0.5
Brc1cccc(-c2nnc(SCc3nc4ccccc4[nH]3)o2)c1	-27	7	0.39	-6	1.3	1	-13	32	0.7
O=C(NCc1ccco1)C1CCCN(S(=O)(=O)c2cccc3cccnc23)C1 (stereo not drawn)	-306	-1	x	-3	4.1*	1.2	1	70*	0.3
CCOc1cc2oc(=O)c3c(c2cc1Cl)CCC3	20	5	0.55	7	0.8	0.8	-4	14	0.9
COc1ccc(-c2noc(-c3ccccc3Cl)n2)cc1OC	-3	-9	-1.3	9	1	1.1	-2	15	0.9
CN(c1ccccc1)S(=O)(=O)c1ccc(NC(=O)c2ccc(-c3ccccc3)cc2)cc1	84*	-18	-0.42	1	0.2	0.8	3	62*	0.4
C=CCCC(=O)Nc1nc(C)c(-c2csc(Nc3ccc(Cl)cc3)n2)s1	38	-7	x	13	0.6	1.1	0	56*	0.4
COc1cccc(C(=O)NCc2ccc(N3CCN(C(=O)OC(C)(C)C)CC3)cc2)c1	44	-9	0.86	5	0.6	0.9	3	23	0.8
COc1ccc(OCCCC(=O)Nc2cc([N+](=O)[O-])ccc2C)cc1	-155	-7	1.5	0	2.6*	0.9	2	19	0.8
Cc1nc2ncnn2c(C)c1CCC(=O)N1CC(C)CC(C)C1 (stereo not drawn)	-6	1	0.37	10	1.1	0.7	4	5	0.9
Cc1nc(SCC(=O)N2CCc3ccccc32)n[nH]1	-12	-8	-0.45	-17	1.1	1.9	0	-7	1.1
Cc1ccc(C(=O)NCc2ccco2)cc1Br	-32	16	-0.04	8	1.3	1.1	1	70*	0.3
CCC(C)(C)n1nnnc1C(C(C)C)N1CCC(C(N)=O)CC1 (stereo not drawn)	2	0	-0.33	2	1	1	0	-4	1
COc1cc(NC(=O)C2COc3ccccc3O2)c(OC)cc1Cl (stereo not drawn)	84*	2	-0.33	1	0.2	1.3	3	86*	0.1
CCOCCCn1c(=N)c(C(N)=S)cc2c(=O)n3cccc(C)c3nc21	6	9	-0.79	9	0.9	1.3	-1	9	0.9
O=C(NCc1ccco1)c1ccc(OCC2CCCO2)cc1 (stereo not drawn)	13	7	-0.08	-3	0.9	1.3	-5	21	0.8
COc1ccc(NC(=O)C(C)Oc2ccc(/C(C)=N\O)cc2)cc1 (stereo not drawn)	66*	6	-1.4	1	0.3	0.9	0	81*	0.2
COCCN(Cc1cc2cccc(C)c2n2nnnc12)C(=O)C(F)(F)F	25	-2	-0.5	5	0.8	1	-3	29	0.7

Gathered by group: those above with a tert-butyl group (two)
SMILES	CYP2C9 inh	Ecoli WT expand	PTK2B oligo ant	PostGolgi yeast	CYP2C9 activ	PLAP activator	EphB4 antag	CYP2C19 inh	CYP2C19 act
COc1ccc(C(=O)CSc2nc3ccccc3n2CC(=O)NC(C)(C)C)cc1	72*	-8	0.27	-4	0.3	0.9	8	40	0.6
COc1cccc(C(=O)NCc2ccc(N3CCN(C(=O)OC(C)(C)C)CC3)cc2)c1	44	-9	0.86	5	0.6	0.9	3	23	0.8

Next entries.
SMILES	CYP2C9 inh	Ecoli WT expand	PTK2B oligo ant	PostGolgi yeast	CYP2C9 activ	PLAP activator	EphB4 antag	CYP2C19 inh	CYP2C19 act
COc1ccccc1OCC(=O)NNC(=S)NC(=O)c1ccco1	20	14	1.1	4	0.8	1.7	1	-8	1.1
CC(C)NC(=O)CCCc1cn(C)c2ccccc12	-84	3	-0.65	-1	1.8	1	1	33	0.7
CCNC(=O)NCCc1c[nH]c2ccc(Cl)cc12	44	4	-0.01	6	0.6	1.1	x	78*	0.2
O=C(OCn1nnc2ccccc2c1=O)c1ccco1	10	2	x	-3	0.9	0.8	3	16	0.8
CC(C)(C)c1ccc(C(=O)Oc2ccc3c(c2)OCC3=O)cc1	-8	-5	1.5	-1	1.1	0.9	-2	-7	1.1
CCOC(=O)c1c(N)sc2c(NC(C)=O)cccc12	32	8	0.56	0	0.7	1	-3	15	0.9
CCN(CC)S(=O)(=O)c1ccc2[nH]cc(C(=O)NCCN3CCCCCC3)c(=O)c2c1	-1	-1	0.15	-4	1	1.5	4	-8	1.1
Cc1ccc(NC(=O)c2ocnc2C)cc1Cl	-2	-2	0.73	-8	1	0.9	0	4	1
O=C1C2C3C=CC(C2C(=O)N1C1CCCCC1)C1C(=O)N(C2CCCCC2)C(=O)C31 (stereo not drawn)	23	-10	-0.15	-5	0.8	1.5	-2	26	0.7
C=CCNC(=O)C1CC(=O)N(c2ccc(OCC(=O)Nc3cccc(OC)c3)cc2)C1 (stereo not drawn)	56*	-3	0.43	3	0.4	0.9	2	19	0.8
O=C(Nc1ccc2c3c(cccc13)CC2)c1ccco1	-99	10	0.3	8	2*	0.8	-6	23	0.8
Cc1nc2ccc(S(=O)(=O)NC(C(=O)N3CCCCCC3)C(C)C)cc2s1 (stereo not drawn)	27	6	x	-6	0.7	1.5	0	21	0.8
CCNC(=S)NS(=O)(=O)c1ccc(Cl)cc1	17	5	-0.54	2	0.8	0.9	4	4	1
O=C(NCc1ccc(F)cc1)c1cnn2ccccc12	2	5	x	-6	1	0.9	3	60*	0.4
CCOC(=O)C1CCN(C(c2cccs2)c2sc3nc(C)nn3c2O)CC1 (stereo not drawn)	-3	7	x	-3	1	1.5	x	65*	0.3
Cc1cc(N2CCCN(C)CC2)nc2cc(Cl)ccc12	-25	27	-0.36	-11	1.3	1.4	x	-5	1.1
Cc1nc(-c2cccc(NS(=O)(=O)c3ccccc3)c2)cs1	77*	9	0.07	-3	0.2	1.3	7	97*	0
CCOC(=O)Cn1ncc2c(=O)oc3ccccc3c21	7	5	0.19	5	0.9	1	-6	9	0.9
COc1ccnc(Oc2ccc(C)cc2C)c1C#N	8	-4	-0.4	-1	0.9	0.9	2	39	0.6
O=C(c1ccc2nc(N3CCOCC3)sc2c1)N1CCC(Cc2ccccc2)CC1	31	-1	x	22	0.7	1.6	-2	80*	0.2
COc1ccc(-c2noc(CCC(=O)N(C)c3cccc(C)c3)n2)cc1	83*	-2	-0.71	-10	0.2	1.5	-1	89*	0.1
COc1ccc(CN/C=C2\CCCCC2=O)cc1	-5	3	1	13	1.1	1	-5	3	1
CCCCN(C(=O)Nc1ccc(Cl)cc1)C1CCN(C(C)=O)CC1	-4	-1	-0.17	6	1	1.2	1	5	1
Cc1cc(C)n(-c2cc(-n3nc(C)cc3C)ncn2)n1	-17	3	2.1	0	1.2	1.1	x	43	0.6
CCCn1nnnc1SCC(=O)c1ccc2c(c1)OCCO2	37	3	-0.72	-2	0.6	0.8	2	65*	0.4
Next records follow.
SMILES	CYP2C9 inh	Ecoli WT expand	PTK2B oligo ant	PostGolgi yeast	CYP2C9 activ	PLAP activator	EphB4 antag	CYP2C19 inh	CYP2C19 act
CC1CCCCN1CCNC(=O)C1CCN(S(=O)(=O)c2cccc3cccnc23)CC1 (stereo not drawn)	8	0	x	-1	0.9	1.4	1	17	0.8
Cc1csc2ncc(C(=O)N3CCCc4ccccc43)c(=O)n12	12	-2	x	12	0.9	1.1	-7	41	0.6
CCOc1ccc(NC(=O)Nc2ccc3c(c2)N(C)C(=O)CS3)cc1	-5	-9	x	-8	1.1	1.1	x	-4	1
Cc1ccc(C(=O)NC2CCS(=O)(=O)C2)cc1S(=O)(=O)N1CCOCC1 (stereo not drawn)	-10	-4	0.9	-3	1.1	0.9	1	-15	1.1
CC(C)[C@H](NC(=O)Nc1cccc(C(F)(F)F)c1)C(=O)O	-7	0	0.88	1	1.1	0.9	-3	-3	1
CCOC(=O)C1=NN(c2cccc(C)c2)C2(S1)SC(C(C)=O)=C(C)N2c1ccccc1 (stereo not drawn)	80*	-23	1.2	-4	0.2	1.5	-1	47	0.5
CCOC(=O)c1ccccc1NC(=O)CN(c1ccccc1OCC)S(C)(=O)=O	13	-4	-1.4	4	0.9	1.4	-7	9	0.9
COc1ccc(NC(=O)C2CCC(=O)N2S(=O)(=O)c2ccc(C)cc2)c(OC)c1 (stereo not drawn)	-67	1	1.6	6	1.7	1	0	13	0.9
COC(=O)[C@H](CCSC)NC(=O)NC1CCN(Cc2ccccc2)CC1	-8	11	-0.16	-3	1.1	1.7	2	-23	1.2
CCc1ccccc1NC(=O)CCc1nc(-c2ccc(C)cc2)no1	-6	-16	0.36	-11	1.1	1	-1	-16	1.2

For convenience, 17 of the compounds above.
SMILES	CYP2C9 inh	Ecoli WT expand	PTK2B oligo ant	PostGolgi yeast	CYP2C9 activ	PLAP activator	EphB4 antag	CYP2C19 inh	CYP2C19 act
Cc1cc(N2CCCN(C)CC2)nc2cc(Cl)ccc12	-25	27	-0.36	-11	1.3	1.4	x	-5	1.1
Cc1nc(-c2cccc(NS(=O)(=O)c3ccccc3)c2)cs1	77*	9	0.07	-3	0.2	1.3	7	97*	0
CCOC(=O)Cn1ncc2c(=O)oc3ccccc3c21	7	5	0.19	5	0.9	1	-6	9	0.9
COc1ccnc(Oc2ccc(C)cc2C)c1C#N	8	-4	-0.4	-1	0.9	0.9	2	39	0.6
O=C(c1ccc2nc(N3CCOCC3)sc2c1)N1CCC(Cc2ccccc2)CC1	31	-1	x	22	0.7	1.6	-2	80*	0.2
COc1ccc(-c2noc(CCC(=O)N(C)c3cccc(C)c3)n2)cc1	83*	-2	-0.71	-10	0.2	1.5	-1	89*	0.1
COc1ccc(CN/C=C2\CCCCC2=O)cc1	-5	3	1	13	1.1	1	-5	3	1
CCCCN(C(=O)Nc1ccc(Cl)cc1)C1CCN(C(C)=O)CC1	-4	-1	-0.17	6	1	1.2	1	5	1
Cc1cc(C)n(-c2cc(-n3nc(C)cc3C)ncn2)n1	-17	3	2.1	0	1.2	1.1	x	43	0.6
CCCn1nnnc1SCC(=O)c1ccc2c(c1)OCCO2	37	3	-0.72	-2	0.6	0.8	2	65*	0.4
CC1CCCCN1CCNC(=O)C1CCN(S(=O)(=O)c2cccc3cccnc23)CC1 (stereo not drawn)	8	0	x	-1	0.9	1.4	1	17	0.8
Cc1csc2ncc(C(=O)N3CCCc4ccccc43)c(=O)n12	12	-2	x	12	0.9	1.1	-7	41	0.6
CCOc1ccc(NC(=O)Nc2ccc3c(c2)N(C)C(=O)CS3)cc1	-5	-9	x	-8	1.1	1.1	x	-4	1
Cc1ccc(C(=O)NC2CCS(=O)(=O)C2)cc1S(=O)(=O)N1CCOCC1 (stereo not drawn)	-10	-4	0.9	-3	1.1	0.9	1	-15	1.1
CC(C)[C@H](NC(=O)Nc1cccc(C(F)(F)F)c1)C(=O)O	-7	0	0.88	1	1.1	0.9	-3	-3	1
CCOC(=O)C1=NN(c2cccc(C)c2)C2(S1)SC(C(C)=O)=C(C)N2c1ccccc1 (stereo not drawn)	80*	-23	1.2	-4	0.2	1.5	-1	47	0.5
CCOC(=O)c1ccccc1NC(=O)CN(c1ccccc1OCC)S(C)(=O)=O	13	-4	-1.4	4	0.9	1.4	-7	9	0.9

Compounds as they come, and some 31% of all compounds hit somewhere here.
